# NSD2 inh = NSD2 histone methyltransferase inhibitors, primary screen, biochemical, AlphaScreen, single concentration, set 2; Histone-lysine N-methyltransferase NSD2 (Homo sapiens), O96028; NSD2 peptide methylation, 120 min; inhibition, % at 12.5 µM; 310,000 tested, 0.54% active; in the data active = inhibition above about 50%
# HTR5A ag ctr = HTR5A agonists in luminescence cell assay, primary screen, counter-screen for OPRM1-OPRD1 heterodimer agonist project, full-deck HTS | 5-hydroxytryptamine receptor 5A (Homo sapiens), P47898 | 340,000 tested, 0.61% active | activation, % at 9.3 µM | cell-based; in the data active = activation mostly above about 9.5%, no sharp cut-off; inactive = mostly below about 7.6%;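 also: 0% = cells with vehicle only and 100% = reference agonist; strong numbers were not always called active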
# Wnt act = Wnt/beta-catenin pathway activators, primary screen, cell-based, plate reader, single point. activation, % at 9.35 µM. AID 743398, 2014. Wnt/beta-catenin reporter cell assay, activator. 300,000 tested, 1.2% active; in the data active = activation above about 30%, passing the limit was not always enough; inconclusive = no clear call, values can overlap the other calls;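 also: 0% = neutral control wells and 100% = positive control wells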
# V-ATPase pHluor = regulators of yeast V-ATPase proton pumping, primary screen, pHLuorin cytosolic pH fluorescence. S. cerevisiae. 350,000 tested, 0.37% active. response, % at 10 µM; in the data active = response mostly above about 7.3%, no sharp cut-off; inactive = mostly below about 5.4%; also: actives read high; inactives centre near 0; some compounds called inactive have numbers as strong as hits; reference of the scale not given here
# CDK5 p35 inh = inhibitors of human CDK5/p35 kinase, primary screen, biochemical, single concentration; Cyclin-dependent kinase 5 (Homo sapiens) + Cyclin-dependent kinase 5 activator 1 (Homo …; Recombinant CDK5/p35, ADP-Glo luminescence, 60 min; inhibition, % at 10 µM; 330,000 tested, 0.01% active;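 active = highest replicate inhibition of at least 50% and at least 75% of replicates reaching 50%; inconclusive = only one of the two criteria met; inactive = both criteria failed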;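 also: plate controls were DMSO neutral control for no effect and GW8510 at 10 µM for full effect; many of its hits are not listed in these tables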
# SR-BI HDL uptake = inhibitors of SR-BI mediated HDL lipid uptake, primary screen, ldlA[mSR-BI] cells, fluorescence, single point; ldlA[mSR-BI] CHO cells, DiI-HDL uptake fluorescence, 3 h; inhibition, % at 12.5 µM; AID 488896, 2010; 320,000 tested, 0.96% active;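 active = mean replicate inhibition of at least 70% and a set share of replicates each scoring 70 or more; inconclusive = meets just one of the two criteria; inactive = fails both criteria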;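 also: 0% = median of neutral control wells and 100% = median of positive control wells; values of inactives mirror those of a sister screen read the other way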
# PvdQ acylase = P. aeruginosa PvdQ acylase inhibitors, primary screen, biochemical, fluorescence, plate reader and imaging, single point | PvdQ acylase [Pseudomonas aeruginosa LESB58] | AID 488965, 2010 | inhibition, % at 10 µM | purified PvdQ acylase | 340,000 tested, 0.063% active; in the data active = inhibition above about 30%, passing the limit was not always enough; inconclusive = no clear call, values can overlap the other calls;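 also: 0% = vehicle neutral wells and 100% = reference inhibitor wells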
# HTR5A inv ag = HTR5A inverse agonists in luminescence cell assay, primary screen, counter-screen for OPRM1-OPRD1 heterodimer inverse agonist project, full-deck HTS; 340,000 tested, 0.083% active; HTR5A cell line, inverse agonism; inhibition, % at 9.3 µM; in the data active = inhibition mostly above about 23%, no sharp cut-off; inactive = mostly below about 18%;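 also: 0% = cells with DMSO and 100% = no-cell wells with DMSO; some compounds called inactive have numbers as strong as hits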
# MITF TRPM1 HTS = activators of MITF-driven TRPM1 promoter reporter, primary screen, cell-based, SK-MEL-5, luciferase, single point | 300,000 tested, 0.75% active | SK-MEL-5 TRPM1-promoter luciferase, 24 h; % of positive control, neutral wells = 0 | activation, % at 12.5 µM | AID 588334, 2011;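 active = mean activation of at least 80% with every replicate also reaching 80%; inconclusive = mean reaches 80% but some replicate falls short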;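 also: 0% = neutral control wells and 100% = parthenolide positive control wells; values of inactives mirror those of a sister screen read the other way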
# dFosB activator = activators of delta FosB homodimer, primary screen, biochemical, fluorescence polarization, TAMRA-CDK5 oligo, single point | purified delta FosB; percent of positive-control signal above neutral wells | activation, % at 25 µM | 340,000 tested, 0.99% active | Protein FosB (Mus musculus), P13346;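 active = mean activation above about 17%, with every replicate also reaching it, limit read from the data, passing the limit was not always enough; inconclusive = only one of the two conditions met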;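 also: fluorescence polarization rise as delta FosB binds a TAMRA Cdk5 AP-1 oligo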
# * = called active by the depositor; u = inconclusive; x = no result given.
# Order of results – dFosB activator	SR-BI HDL uptake	PvdQ acylase	V-ATPase pHluor	HTR5A inv ag	CDK5 p35 inh	HTR5A ag ctr	NSD2 inh	Wnt act	MITF TRPM1 HTS
> O=C(O)c1ccc(N/C(=N\S(=O)(=O)c2ccc(Cl)cc2)c2ccccc2)cc1
  -1.6	-29.6	7.9	-2.4	-11.4	0.8	4.2	-1.7	3.2	-6.5
> Cc1nc2ncnn2c(N2CCN(C(=O)c3cccc(F)c3)CC2)c1C
  4.6	-11.7	4.9	-1.4	8.8	-1.1	-0.4	3.2	0.9	-5.6
> Cc1ccc(NC(=S)NC(=O)c2ccc(-c3ccccc3)cc2)c(C)c1
  -5.7	6.8	3.2	-3.2	0.2	-0.8	0.1	5.7	x	4.5
> Cc1ccc(-c2c3c([nH]c(=S)c2C#N)CCCC3)o1
  -10.9	-20.6	-1.7	-1.5	5.5	0.9	-2.3	x	x	-1.1
> O=C(COc1ccc(F)cc1)Nc1nccs1
  -8.7	10.6	-7.5	1.9	-18.8	-0.8	6.7	x	17.0	u
> CCN(CCCCN1C(=O)c2ccccc2C1=O)c1ccc2c(c1)C(=O)N(C)C2=O
  -2.7	59.3	-6.5	-3.0	1.4	-5.9	-0.5	x	x	3.7
> CCCC12CN3CC(C)(CN(C1)C3c1ccc([N+](=O)[O-])o1)C2=O (stereo not given)
  -5.8	-6.8	-9.1	0.4	-17.9	-0.4	6.9	0.5	-2.7	-3.2
> CCc1ccc(OCc2nnc(SCCN3CCOCC3)n2C)cc1
  -2.6	-17.4	-12.6	1.7	3.2	0.7	4.8	x	x	x
> CSc1ccccc1NC(=O)CNCCCN1CCOCC1
  2.1	9.9	15.2	-0.4	-2.8	-1.1	5.7	x	-1.3	-2.4
> COc1ccc(S(=O)(=O)N2CCC(C(=O)N[C@H](C(=O)N3CCCC3)C(C)C)CC2)cc1
  -12.9	4.7	-18.4	-1.9	-7.7	-0.1	-2.4	-4.4	-2.2	-5.8
> CCn1c(SCc2nc(-c3ccc(OC)c(OC)c3)no2)nnc1-c1cccs1
  -15.1	24.1	-6.7	-2.2	7.8	-1.4	2.6	1.6	-0.6	5.0
> CO/N=C(/CN1CCCCC1)c1ccc(Cl)cc1
  -4.6	4.0	-15.6	3.9	-6.3	0.9	1.6	-0.1	-1.8	3.9
> CCSc1nnc(CNc2ccc(C)cc2)n1C
  3.4	-15.8	-13.4	0.3	13.2	0.5	-5.0	-0.8	7.8	-5.6
> COc1ccc2cc(C3(C)NC(=O)N(CC(=O)N4CCCCC4)C3=O)ccc2c1 (stereo not given)
  -9.2	8.8	-8.1	-1.3	-7.8	-0.4	2.2	0.7	-3.7	16.5
> O=C1c2ccc(Br)cc2C(=O)N1c1ccc(Cl)cn1
  -6.7	-7.3	-15.2	-0.5	-6.8	0.3	2.5	4.1	0.0	-0.5
> O=C(C[C@@H]1C/C=C\C[C@@H](Cc2ccc(F)cc2)C(=O)OC[C@H]2CCCN2C1=O)NCCO
  0.6	-4.9	-8.6	-2.8	-5.0	-0.9	10.9	x	-2.0	2.4
> COc1ccc(CN2C(=O)NC3(CCCc4ccccc43)C2=O)cc1F (stereo not given)
  1.8	-2.4	4.8	-1.9	-6.5	1.4	2.3	-3.2	-1.4	-9.0
> COc1ccc(C(=O)NCCn2ccc3ccccc32)cc1OC
  -8.2	0.6	9.1	3.2	-18.2	0.7	-2.6	x	1.1	16.1
> COCCNC(=O)C1(C(F)(F)F)CC(CCCO)CCCO1 (stereo not given)
  -4.6	-5.6	-4.6	-0.8	-6.7	3.1	2.5	x	0.2	-2.4
> Cn1cc(Br)c(-c2cccc(N3C(=O)CCCC3=O)c2)n1
  -4.4	x	8.7	3.0	6.6	2.7	1.5	-1.1	2.0	x

# Additional entries
# Order of results – dFosB activator	SR-BI HDL uptake	PvdQ acylase	V-ATPase pHluor	HTR5A inv ag	CDK5 p35 inh	HTR5A ag ctr	NSD2 inh	Wnt act	MITF TRPM1 HTS
> CCOC(=O)C1(CCc2ccccc2)CCN(Cc2cccc3nccnc23)CC1
  -3.7	29.2	2.7	-5.0	-9.9	-0.8	3.5	5.0	22.7	-3.6
> O=C(NCc1nc(-c2ccc(C(F)(F)F)cc2)no1)Nc1ccc(OC(F)(F)F)cc1
  23.5*	-27.8	-1.9	-1.1	x	0.4	x	0.2	-0.3	x
> CC(C)(C)[C@H]1COC(=O)[C@@H](Cc2ccc(F)cc2)C/C=C\C[C@@H](CC(=O)N[C@H](CO)Cc2ccccc2)C(=O)N1
  -6.7	6.9	-7.1	3.3	-0.8	-2.7	0.3	x	-2.7	-7.4
> O=C(O)c1ccc(-c2nnc(-c3ccc([N+](=O)[O-])cc3)o2)cc1
  -2.8	-1.9	-19.5	9.4*	-18.7	1.3	4.0	-1.9	0.8	x
> CC(C)N1C[C@@]23C=C[C@@H](O2)C(C(=O)OCc2ccccc2)[C@H]3C1=O (stereo not given in full)
  -0.5	-19.6	-5.0	3.6	-12.6	0.1	-2.6	-0.8	x	-3.9
> Cc1ccc(C)c(S(=O)(=O)n2cnc3ccccc32)c1
  -0.7	-13.8	1.5	-0.7	2.6	1.0	0.7	-1.5	-6.1	6.9
> O=C(/C=C/c1ccco1)N1CCN(C/C=C/c2ccccc2)CC1
  -5.1	-5.0	5.0	-0.3	-5.6	-0.1	1.5	3.5	3.1	8.3
> O=S(=O)(O)c1nc2ccccc2[nH]1
  -6.6	x	-7.4	-2.0	-7.1	-1.2	0.4	-4.6	-1.2	5.8
> Cc1ccc(NC(=O)CCCN2C(=O)NC(C)(C)C2=O)cc1
  -0.1	-30.3	-13.2	-5.0	-1.8	0.2	4.4	-2.1	3.0	-8.0
> COCCN(C(=O)CCC(=O)Nc1cc(C)on1)C(C(=O)NC1CCCC1)c1ccccc1C (stereo not given)
  -1.7	-6.0	-6.5	-0.2	18.9	1.2	8.4	1.1	0.7	-16.5
> Cc1ccsc1C(=O)Nc1cccc(S(=O)(=O)N(C)C)c1
  0.3	-34.4	12.7	2.5	-1.7	-1.4	-2.9	4.3	0.3	-4.1
> CCCN1C2CCCC1CC(NC(=O)c1ccccc1Br)C2 (stereo not given)
  5.8	-17.7	-12.9	1.4	-16.9	1.2	4.8	6.7	-0.5	9.1
> CCOc1ccc2nc(NCCNC(=S)NCCCN(C)C)c(C#N)cc2c1
  -3.5	50.7	4.8	0.3	-3.7	5.0	2.0	5.6	0.6	22.0
> COc1ccc(OC(C)C(=O)Nc2ccc([N+](=O)[O-])cc2)cc1 (stereo not given)
  4.3	14.2	3.9	-1.6	13.6	1.3	1.8	1.4	-1.0	-8.8
> O=S(=O)(NCCNS(=O)(=O)c1ccc(F)cc1)c1ccc(F)cc1
  -4.1	-13.2	-16.6	-0.8	13.3	-0.3	-4.1	-1.5	x	-7.4
> C=CCn1c(SCC(=O)NC2CCCCC2)nnc1C(C)NC(=O)c1cccs1 (stereo not given)
  -7.6	-12.0	-14.6	1.7	0.9	1.3	-2.5	-3.6	x	-3.8
> COc1ccccc1NC(=O)CCNC(=O)Cn1ccc2ccccc2c1=O
  4.1	-0.1	-6.5	-1.6	3.4	-0.5	-1.0	-0.8	-1.3	x
> Cn1c(=O)n(C)c2cc(S(=O)(=O)Nc3ccc(F)cc3)ccc21
  -0.2	27.0	2.9	-2.4	-30.1	1.9	-0.4	0.1	-0.6	-14.9
> CCN(CC)c1ccc(/C=N/NC(=O)Cc2cccs2)c(O)c1
  -3.8	9.8	3.0	3.8	-7.0	1.1	2.7	1.5	-1.9	-27.3
> COc1ccc(C2=Nn3c(nnc3-c3ccccn3)SC2)cc1
  -18.5	-0.7	-1.4	0.7	-15.6	-1.7	5.4	-2.8	-2.5	-0.4

# Next structures
# Order of results – dFosB activator	SR-BI HDL uptake	PvdQ acylase	V-ATPase pHluor	HTR5A inv ag	CDK5 p35 inh	HTR5A ag ctr	NSD2 inh	Wnt act	MITF TRPM1 HTS
> O=C(CN1CCC(n2nnc3cc(F)ccc32)CC1)NNC(=O)c1ccccc1
  -2.4	-11.3	-3.6	1.9	-6.9	-4.2	3.8	-1.2	-0.8	3.9
> CCc1nnc(NC(=O)CN2CCN(c3nc(-c4ccccc4)cs3)CC2)s1
  -11.8	9.1	-7.7	-1.3	12.3	-0.7	-3.8	x	x	-2.3
> CC(=O)Nc1ccc(NC(=O)CSc2nnc(NC(=O)Cc3ccc(F)cc3)s2)cc1
  24.2*	-6.1	-10.8	8.3*	-10.7	0.5	2.9	0.0	4.2	8.8
> OC(CN1CCN(c2ccccc2F)CC1)c1ccc(F)cc1 (stereo not given)
  -4.5	5.5	-12.5	-4.3	-1.6	0.1	0.4	-0.6	-0.3	5.5
> Cc1c(NC(=O)Nc2ccc(F)cc2F)c(=O)n(-c2ccccc2)n1C
  6.5	0.6	12.1	1.4	-9.0	0.9	3.4	x	-3.4	17.3
> CC(=O)Nc1ccc(NC(=O)CSc2nnc(NC(=O)C3CC3)s2)cc1
  27.9*	-9.5	-1.7	-0.7	-18.5	-0.4	5.1	0.6	2.5	-0.5
> Cc1ccc(-n2c(Cl)c(Cl)[nH]c(=O)c2=O)cc1
  -1.8	18.6	-0.5	1.6	11.6	0.8	1.7	-0.5	0.4	-11.0
> O=C(CN1C(=O)S/C(=C\C=C\c2ccccc2)C1=O)Nc1ccccc1C(=O)O
  -13.6	x	8.2	3.5	5.4	-1.4	8.0	12.6	2.3	4.6
> CC(c1ccccc1)N1CC(C(=O)N2CCCC(C(N)=O)C2)CC1=O (stereo not given)
  -0.2	-13.8	-7.1	-3.2	-2.0	-3.3	0.8	-2.4	1.2	7.4
> Cn1c(=O)c(C(N)=S)cn(-c2ccccc2)c1=O
  -5.7	x	-8.5	0.5	11.4	0.6	-3.2	-3.3	0.1	-2.3
> Cc1nnc(SCC(=O)Nc2ccc(N(C)C)cc2)n(N)c1=O
  -9.2	-27.8	11.6	3.0	-9.6	1.5	3.7	3.6	0.8	7.2
> COc1ccc(-n2c(C)cc(/C=C(\C#N)C(=O)NCc3ccco3)c2C)cc1
  -1.4	4.5	-10.8	-2.5	-9.9	1.4	3.9	-0.6	-0.7	-4.3
> Cc1ccc(-c2nnc(N(C)C(=O)c3ccccn3)s2)cn1
  -13.2	-6.3	-12.1	-0.9	6.2	-0.7	-1.8	-0.4	7.7	x
> CCOC(=O)c1ccc(NC(=O)CSc2nnc(Cc3cccs3)n2C)cc1
  -4.4	4.5	-16.2	0.2	5.5	-1.3	-3.9	0.1	x	-3.2
> O=C(CCNC(=O)C1CCN(S(=O)(=O)c2ccccc2)CC1)NC1CC1
  -4.2	1.1	-4.2	0.9	8.5	0.1	1.6	-1.8	-3.2	0.4
> CC(NC(=O)/C(C#N)=C/c1ccc(C(=O)O)cc1)c1ccccc1 (stereo not given)
  0.3	-15.3	-22.3	-1.6	-3.8	-4.0	1.3	x	1.4	8.8

# High-throughput results from PubChem.
